MCF10A rereplic: A quantitative high throughput screen for small molecules that induce DNA re-replication in MCF 10a normal breast cells. MCF 10A DNA re-replication, Hoechst nuclear intensity, 48 h. Potency, µM (top dose mostly 46.1 µM), inactives show at the highest dose activity, positive = re-replication, actives largely listed as activators. 350,000 compounds, 2.9% hits. AID 624296, 2012; further: potency means the concentration at half of the fitted maximal effect; % of control where 0% means no effect; nearly all actives have a fitted effect of over 50% in size
GLP1R cytotox: qHTS of GLP-1 Receptor Inverse Agonists: Cytotox Screen; HEK293 cAMP-luciferase reporter cells, luminescence, 24 h; Potency, µM (titrated, usually from 38.3 µM), for the others: at the highest dose activity change, negative = inhibition, most hits filed as inhibitors; 410,000 compounds, 0.13% hits; AID 624418, 2012;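 further: loss of luciferase light is scored as toxicity; potency means the concentration at half of the fitted maximal effect; on the % scale 0 is the no-effect control and ±100 the full control effect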
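Cells in DMEM/10% Nu serum/1% pen-strep, 1536-well format. Pre-incubated 12 h, dosed with 23 nL compound, incubated a further 24 h. Luciferase detection, 12 min at room temp, luminescence.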
DRD3 agonist: qHTS of D3 Dopamine Receptor Agonist: qHTS; AID 652048, 2013; D3R DiscoveRx beta-arrestin cells, luminescence, 90 min; max activation, %; D(3) dopamine receptor (Homo sapiens), P35462; 410,000 compounds, 0.58% hits; in the data active means max activation above about 30%; further: 0% is about no effect; mostly tested at two doses, the higher about 12 µM
Target sequence (P35462 whole entry, looked up): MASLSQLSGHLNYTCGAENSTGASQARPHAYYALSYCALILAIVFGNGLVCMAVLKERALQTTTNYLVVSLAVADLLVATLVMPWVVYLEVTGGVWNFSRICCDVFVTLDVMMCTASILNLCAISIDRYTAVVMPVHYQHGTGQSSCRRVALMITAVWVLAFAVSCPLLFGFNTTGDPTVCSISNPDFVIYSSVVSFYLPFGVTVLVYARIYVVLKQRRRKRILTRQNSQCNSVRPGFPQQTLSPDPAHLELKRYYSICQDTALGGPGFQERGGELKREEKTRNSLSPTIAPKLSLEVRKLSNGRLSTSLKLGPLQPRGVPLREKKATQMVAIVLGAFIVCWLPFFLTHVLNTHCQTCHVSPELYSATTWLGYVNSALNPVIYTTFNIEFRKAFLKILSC
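Agonist mode: compounds and dopamine controls were applied to plated cells for 90 min at 37 degrees C after an overnight attachment at 1500 cells/well. Luminescent read-out followed 30 - 60 minutes at room temperature with DiscoveRx detection reagent.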
SW480 rereplic: A quantitative high throughput screen for small molecules that induce DNA re-replication in SW480 colon adenocarcinoma cells | Potency, µM (series often up to 46.1 µM), without a hit: at the highest dose re-replication activation, usual class: activators | SW480 DNA re-replication, Hoechst DNA content imaging, 48 h | 340,000 compounds, 1.8% hits | AID 624297, 2012; further: potency means the concentration at half of the fitted maximal effect; % of control where 0% means no effect; nearly all actives have a fitted effect of over 55% in size
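Image-based read-out: total Hoechst fluorescence of nuclei (405 nm excitation, 500-530 nm emission), with hits raising the fraction of high-intensity nuclei. SW480 colon cells incubated 48 hr with compounds at 37 C.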
KB-V1 cytotox: qHTS assay for MDR1-selective chemotherapeutics: Primary screen using the drug-selected MDR subline cells KB-V1. KB-V1 MDR cells viability, CellTiter-Glo, 72 h. Potency, µM (top dose mostly 46.1 µM), without a hit: at the highest dose activity change, negative = cytotoxicity, usual class: cytotoxic. 400,000 compounds, 3.4% hits; further: potency means the concentration at half of the fitted maximal effect; on the % scale 0 is the no-effect control and ±100 the full control effect; nearly all actives have a fitted effect of over 60% in size
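Readout: CellTiter-Glo luminescence, 10 min after addition. Cells: KB-V1 MDR subline, 72 h at 37 degrees C with compound. Analysis: corrected, normalized data fitted to concentration-effect curves.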
IL-1B inflam inh: qHTS for Inhibitors of Inflammasome Signaling: IL-1-beta AlphaLISA Primary Screen | THP-1 LPS/ATP IL-1B secretion, AlphaLISA, 16 h; active compounds read low | activity change, % at 57.5 µM | 360,000 compounds, 4.7% hits; in the data active means activity change below about -50%; inconclusive means mostly about -30% to -49%; further: on the % scale 0 is the no-effect control and ±100 the full control effect
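THP-1 cells pretreated 1 hr with compounds (up to 57.5 uM final), then stimulated with LPS (250 ng/mL final) plus ATP (1.25 mM final); secreted IL-1B measured by AlphaLISA after 16 hr, decreased signal indicating inhibition.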
HT1080 IDH1KD tx: qHTS for induction of synthetic lethality in tumor cells producing 2HG: qHTS for the HT-1080-IDH1KD cell line. Potency, µM (series often up to 46.1 µM), for the others: at the highest dose activity, negative = toxicity, actives largely listed as cytotoxic. HT-1080 IDH1 knockdown viability, ATP luminescence, 48 h. 360,000 compounds, 2% hits;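 further: potency means the concentration at half of the fitted maximal effect; 0% = DMSO wells and -100% = cell-free medium wells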
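In this qHTS, HT-1080 cells depleted of IDH1 are exposed for 48 h at 37 °C to compound titrations. Toxicity is scored from CellTiter-Glo luminescence, with DMSO as full viability and medium alone as none.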
KB-3-1 tox: qHTS assay for MDR1-selective chemotherapeutics: Primary screen using the parental adenocarcinoma cell KB-3-1; KB-3-1 viability, CellTiter-Glo ATP luminescence, 72 h; Potency, µM (titrated, usually from 46.1 µM), without a hit: top-dose activity change, negative = cytotoxic, hits mostly cytotoxic; 400,000 compounds, 1.4% hits; AID 1347075, 2019; further: potency means the concentration at half of the fitted maximal effect; on the % scale 0 is the no-effect control and ±100 the full control effect; nearly all actives have a fitted effect of over 60% in size
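Using CellTiter-Glo luminescence, growth of non-resistant KB-3-1 adenocarcinoma cells is assessed 72 h after pin-tool compound addition at 37 °C. Normalized responses across the concentration series yield fitted curves.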
HT1080-NT tox: qHTS for induction of synthetic lethality in tumor cells producing 2HG: qHTS for the HT-1080-NT fibrosarcoma cell line; HT-1080-NT fibrosarcoma viability, CellTiter-Glo ATP luminescence, 48 h; Potency, µM (top dose mostly 46.1 µM), inactives show at the top dose activity, negative = less viability, actives largely listed as cytotoxic; 360,000 compounds, 1.6% hits; AID 686970, 2013;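 further: NT is the 2HG producing partner of a matched IDH1 knockdown line; potency means the concentration at half of the fitted maximal effect; 0% = DMSO-treated cells and -100% = media-only wells without cells; nearly all actives have a fitted effect of over 55% in size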
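HT-1080-NT fibrosarcoma cells (2HG-overproducing), 750 cells/well in RPMI with 5% FBS, dosed after 2 h and incubated 48 h at 37C. CellTiter-Glo luminescence normalized to DMSO and no-cell wells; concentration-response curves fitted and classed.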
Numbers without * were called inactive; ? = inconclusive; nt = no result given; [ ] = dose if it differs, or a comment. Unless noted, the call rests on the fitted dose curve; in most records, active means well fitted curve in the direction sought with a large enough effect; inconclusive means small, poorly fitted or top-dose-only effect, or another doubt; inactive means no such curve, though single readings can be large; an effect the other way counts as inactive or inconclusive.

SMILES	MCF10A rereplic	GLP1R cytotox	DRD3 agonist	SW480 rereplic	KB-V1 cytotox	IL-1B inflam inh	HT1080 IDH1KD tx	KB-3-1 tox	HT1080-NT tox
COc1ccccc1-c1noc2c1C(=O)N(C(=O)OC(C)(C)C)CC2	nt	7%	-1	nt	3%	20	-7%	-5%	3%
COc1ccc(-c2cn3c(C)c(C(=O)N4CCN(c5ccc(F)cc5)CC4)sc3n2)cc1	17%	-5%	2	-3%	0%	8	6%	16%	8%
C=CCNC(=O)C1CC(=O)N(c2ccc(OCC(=O)Nc3ccc(C)cc3)cc2)C1 (configuration not stated)	1%	-12%	1	-1%	3%	4	11%	-2%	0%
COc1cccc(N2CCN(C(=O)c3ccccc3SCC(=O)NCc3ccco3)CC2)c1	2%	1%	2	-5%	-15%	-15	-1%	-17%	-1%
C[C@H](CO)N1C[C@H](C)[C@@H](CN(C)C)Oc2c(NC(=O)CCCCCC(=O)Nc3ccccc3N)cccc2C1=O	2%	-5%	4	2%	-4%	16	-1%	-30%	0%
Cc1nn(C(C)C)c(C)c1CN1CCN(Cc2ccsc2)C(CCO)C1 (configuration not stated)	20%	-5%	-19	2%	-12%	5	18%	-2%	0%
Cc1cccc(OCC(=O)NC(C)C(=O)N/N=C/c2c(OCc3ccccc3)ccc3ccccc23)c1 (configuration not stated)	0%	?	-2	?	16µM*	124	?	?	?
CC(C)CCNC(=O)C(=O)Nc1ccccc1	-19%	-7%	15	-4%	3%	-19	14%	9%	?
CCC(C)(C)NC(=O)C(c1ccc(OC)cc1)N(C(=O)CCC(=O)Nc1cc(C)on1)C1CC1 (configuration not stated)	2%	0%	-1	-1%	-20%	26	0%	20%	8%
Cc1sc(NC(=O)c2ccc(Br)s2)c(C(N)=O)c1C	11%	11%	-5	-7%	-5%	-11	-20%	?	8%
COc1ccc(C(CCN2CCCCC2)c2c(OC)cc(OC)c3c(-c4ccccc4)cc(=O)oc23)cc1 (configuration not stated)	?	-22%	-35	1.6µM*	0%	-11	-14%	?	-28%
CC(=O)N1CCc2cc(S(=O)(=O)N3CCCCCC3)ccc21	0%	-1%	-4	17%	-7%	39	-13%	-14%	-3%
Cc1cc(C)c(CN2CCN(C(=O)Cn3cnc4c(OCc5ccccc5)ncnc43)CC2)c(C)c1	-2%	-11%	9	14%	-27%	-22	?	?	?
O=C1CC(c2ccc(F)cc2)Sc2nc(-c3ccccc3)c(-c3ccccc3)n21 (configuration not stated)	-34%[inhibitor]	85%[activator]	-4	1%	-13%	-6	3%	-1%	12%
Cc1ccc(CNC(=O)C2CC(c3ccc(C(F)(F)F)cc3)=NO2)o1 (configuration not stated)	-18%	?	4	2%	?	-3	3%	?	10%
Cc1ccc(NC(=O)c2cc3ccccc3o2)cc1	1%	-3%	-9	6%	6%	-12	-3%	-28%	0%
COCCn1c(SCC(=O)NCc2ccco2)nc2cccnc21	-20%	-3%	8	-26%	1%	4	10%	11%	10%
Cc1ccc(NC(=O)CN(C)C(=O)CSc2ncc(C(F)(F)F)cc2Cl)cc1	-101%[inhibitor]	-7%	-7	?	-3%	-8	0%	-23%	-1%
c1ccc(C2c3c(ccc4ccccc34)Oc3ncn4nc(-c5ccco5)nc4c32)cc1 (configuration not stated)	6%	20%	0	3%	?	24	5%	?	-6%
CN(CC1CCCCO1)C(=O)c1cc(COc2ccc(F)cc2Cl)on1 (configuration not stated)	1%	4%	-10	-2%	-22%	0	1%	1%	0%
CNc1nc(SCc2ccc(C)cc2)nc2c1CCCC2	15µM*	-20%	-10	-1%	0%	-10	?	-26%	?
CCOC(=O)c1ccccc1NC(=O)Cn1ccn2nc(-c3ccc(OCC)cc3)cc2c1=O	nt	13%	2	nt	?	nt	nt	-2%	nt
Cc1ccc(/C(COc2ccccc2O)=N\O)cc1	-1%	2%	-2	4%	-11%	-7	-6%	13%	-1%
COc1ccc(NC(=O)c2ccco2)cc1NC(=O)C(C)(C)Oc1ccc(Cl)cc1	nt	-6%	0	nt	10%	nt	nt	0%	nt

Next section, starting with the last 6 of the part before.
SMILES	MCF10A rereplic	GLP1R cytotox	DRD3 agonist	SW480 rereplic	KB-V1 cytotox	IL-1B inflam inh	HT1080 IDH1KD tx	KB-3-1 tox	HT1080-NT tox
c1ccc(C2c3c(ccc4ccccc34)Oc3ncn4nc(-c5ccco5)nc4c32)cc1 (configuration not stated)	6%	20%	0	3%	?	24	5%	?	-6%
CN(CC1CCCCO1)C(=O)c1cc(COc2ccc(F)cc2Cl)on1 (configuration not stated)	1%	4%	-10	-2%	-22%	0	1%	1%	0%
CNc1nc(SCc2ccc(C)cc2)nc2c1CCCC2	15µM*	-20%	-10	-1%	0%	-10	?	-26%	?
CCOC(=O)c1ccccc1NC(=O)Cn1ccn2nc(-c3ccc(OCC)cc3)cc2c1=O	nt	13%	2	nt	?	nt	nt	-2%	nt
Cc1ccc(/C(COc2ccccc2O)=N\O)cc1	-1%	2%	-2	4%	-11%	-7	-6%	13%	-1%
COc1ccc(NC(=O)c2ccco2)cc1NC(=O)C(C)(C)Oc1ccc(Cl)cc1	nt	-6%	0	nt	10%	nt	nt	0%	nt
COc1cccc(N2CCN(S(=O)(=O)c3cc4c(cc3C)N(C)CCO4)CC2)c1	13%	3%	-2	?	16%	-4	-25%	?	-12%
O=C(CN(Cc1ccco1)C(=O)CCC(=O)Nc1ccccn1)NCCc1ccccc1	-1%	0%	-6	1%	?	7	10%	1%	9%
Cc1cccc(NC(=O)/C(C#N)=C\c2cc(C)n(-c3ccc(C(=O)O)cc3)c2C)c1	19%	-13%	0	-1%	-2%	-78*	0%	-7%	2%
COc1cc(O)c(C(CC(=O)N2CCCCC2)c2ccc3c(c2)OCO3)c(OC)c1 (configuration not stated)	7%	0%	-16	-3%	5%	-11	2%	3%	7%
COc1ccc(C(=O)OCC(=O)Nc2ccc3c(c2)OCO3)cc1S(=O)(=O)N1CCOCC1	?	-2%	0	7%	12%	1	4%	6%	0%
COC(=O)c1ccccc1NC(=O)CNc1ccc(F)c(S(=O)(=O)N2CCOCC2)c1	-3%	1%	6	-9%	?	-1	1%	-12%	-3%
CC(C)(C)Sc1ccc([N+](=O)[O-])cc1C(=O)Nc1ccncc1	?	-3%	8	-27%	-16%	-13	-11%	9%	3%
O=C(CSc1nnc(-c2ccccc2)o1)NC1CCCCC1	0%	-7%	-1	-2%	0%	-6	12%	12%	?
CCCn1c(=C(C#N)C#N)s/c(=C2\C=Cc3ccccc3N2CC)c1=O	7%	74%[activator]	6	-7%	26%	-3	19%	6%	24%
CCCCCC(=O)NC(NC(=S)Nc1ccc(S(N)(=O)=O)cc1)C(Cl)(Cl)Cl (configuration not stated)	2%	-21%	3	-15%	27%	-2	?	21%	?
COC(=O)C1CCN(C(=O)CC(NC(=O)C(F)(F)F)c2cccs2)CC1 (configuration not stated)	?	-1%	1	-3%	-13%	3	11%	14%	5%
COc1ccc(CNC(=O)C2CSC(=O)C2)cc1 (configuration not stated)	?	-13%	6	-2%	-3%	11	-3%	2%	-1%
COC(=O)c1ccc(-c2ccco2)n1Cc1cccc(C)c1	0%	0%	-1	-3%	11%	-1	1%	0%	0%
COc1c(OC)c2[nH]c(=O)cc3c4ccccc4n(c1=O)c23	1%	14%	2	0%	-21%	3	-2%	-3%	19%
COC(=O)C1CN(C(=O)COc2ccc(Cl)c(C)c2)c2ccccc2O1 (configuration not stated)	?	-6%	-5	-1%	-2%	-12	10%	20%	12%
COc1ccc(N2CCN(C(=O)c3cc(=O)c4ccc(C)cc4o3)CC2)cc1	8%	8%	2	-17%	?	-5	5%	1%	17%
CC(=O)c1n[nH]nc1NC(=O)c1ccccc1	-4%	6%	-1	-6%	7%	9	4%	-2%	-5%
Cc1ccc(NC(=O)Cn2c(-c3ccc(F)cc3)cnc2SCC(=O)Nc2c(C)cccc2C)cc1	4.6µM*	16%	-10	?	0%	2	?	-19%	-29%
COc1ccc(NC(=O)Cn2ncc3c4ccccc4n(Cc4ccccc4)c3c2=O)cc1OC	nt	-6%	2	nt	1%	nt	nt	0%	nt

Taken from the listing, two compounds:
SMILES	MCF10A rereplic	GLP1R cytotox	DRD3 agonist	SW480 rereplic	KB-V1 cytotox	IL-1B inflam inh	HT1080 IDH1KD tx	KB-3-1 tox	HT1080-NT tox
CC(C)CCNC(=O)C(=O)Nc1ccccc1	-19%	-7%	15	-4%	3%	-19	14%	9%	?
CCC(C)(C)NC(=O)C(c1ccc(OC)cc1)N(C(=O)CCC(=O)Nc1cc(C)on1)C1CC1 (configuration not stated)	2%	0%	-1	-1%	-20%	26	0%	20%	8%

Filtered by structure, the entries above with a tert-butyl group.
SMILES	MCF10A rereplic	GLP1R cytotox	DRD3 agonist	SW480 rereplic	KB-V1 cytotox	IL-1B inflam inh	HT1080 IDH1KD tx	KB-3-1 tox	HT1080-NT tox
COc1ccccc1-c1noc2c1C(=O)N(C(=O)OC(C)(C)C)CC2	nt	7%	-1	nt	3%	20	-7%	-5%	3%
CC(C)(C)Sc1ccc([N+](=O)[O-])cc1C(=O)Nc1ccncc1	?	-3%	8	-27%	-16%	-13	-11%	9%	3%
